Source: PubChem BioAssay (National Center for Advancing Translational Sciences (NCATS))
Lipid storage S3: qHTS Assay for Lipid Storage Modulators in Drosophila S3 Cells; Drosophila S3 cells, BODIPY lipid droplet fluorescence, 18-24 h; cells fed with added oleic acid; hit rate 0.64% among 320,000; Potency in µM for hits, for the others lipid storage change, negative = inhibition, % at the top dose, mostly 46.1 µM; active = well fitted inhibition curve with a large enough effect in the signal ratio, with a control signal flat, not every such curve was filed as active; inconclusive = small, poorly fitted or top-dose-only effect, or effect the other way, or a change in a side signal; the % refers to the signal ratio
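Laser-scanning cytometry quantifies lipid droplet accumulation (500–530 nm total intensity; droplet/cell object ratio) in oleic acid-fed (400 uM added) Drosophila S3 cells treated with a concentration series. 20 uM Triacsin C defined 100% inhibition.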
Lipid storage S3 cell count max: recorded beside Lipid storage S3, whose call it bears; cell number change, %; measured here: cell count max response;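 cells counted by Cell Tracker Red CMTPX staining in the red channel; peak over a dose series mostly up to 46.1 µM; percent activity relative to internal control wells on each plate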
* hit, by the source's call; i = inactive; ? = inconclusive; · = no result given; [ ] = remark or other dose. % is set by controls: 0 for no effect and ±100 for the full control effect; potency is the fitted concentration of half-maximal effect.

mol | Lipid storage S3 | Lipid storage S3 cell count max
Cc1ccc2c(C)c(C(=O)Nc3ccc(S(=O)(=O)Nc4onc(C)c4C)cc3)oc2c1 | i | -28
CCc1ccc(C(=O)CN2C(=O)NC3(CCOc4ccccc43)C2=O)s1 (centres undefined) | ? | ·
CCOC(=O)CSc1cc(C)nc(NC(C)=O)n1 | ? | ·
COCCn1c(SC(C)C(=O)NC2CCCCC2C)nc2ccccc2c1=O (centres undefined) | ? | ·
O=C(CCN1CCOCC1)NCC1COc2ccccc2O1 (centres undefined) | 4% | 10
O=C(/C(Cl)=C/Nc1ccc(Br)cn1)C(F)(F)F | ? | ·
CCOC(=O)CC(=O)CSc1n[nH]c(=O)[nH]c1=O | -21% | ·
CC1=C([N+](=O)[O-])C(c2ccc(O)c(O)c2)NC(=O)N1 (centres undefined) | ? | ·
CC(=O)c1cccc(NC(=O)Nc2ccccc2)c1 | ? | ·
CCCC(=O)Nc1c(C)nn(C(=O)CCC)c1C | ? | ·
COc1ccccc1N(C(=O)CNC(=O)c1ccco1)C(C(=O)NCC1CCCO1)c1ccccc1 (centres undefined) | i | 6
O=C(NC(NNc1ccc([N+](=O)[O-])cc1)(C(F)(F)F)C(F)(F)F)c1ccc(F)cc1 | ? | ·
Cc1ccc(C(=O)N2CCN(c3ccc(F)cc3)CC2)cc1S(=O)(=O)N1CCCCC1 | -10% | -29
CCOC(=O)c1ccc(NC(=S)NCCCn2ccnc2)cc1 | 15% | 3
O=C(O)c1ccc2c(c1)C(=O)N(c1ccccc1-c1ccccc1)C2=O | -4% | -20
CC(=O)n1cc([C@H]2C=C(C(=O)O)O[C@@H](OCCCCO)C2)c2ccccc21 | -13% | 1
CCn1ncc(Cl)c1C(=O)NC(C)c1ccccc1 (centres undefined) | -21% | -27
COc1ccc(/C=N\NC(=O)COc2ccccc2)c(C(=O)O)c1OC | 6% | -7
COc1ccc2nc(N/C(N)=N/C(=S)Nc3cccc(C)c3)nc(C)c2c1 | -8% | -8
Cc1ccc(C(OCC(O)CNC(C)c2ccccc2)c2ccccc2)cc1 (centres undefined) | ? | ·
CNC(=O)C(=O)Nc1c(O)c2ccccc2[nH]c1=O | -15% | 5
O=C(NCC(c1cccs1)N1CCOCC1)c1cc(=O)[nH]c2ccccc12 (centres undefined) | ? | ·
Cc1ccccc1NC(=O)CSCCN1C(=O)c2ccccc2C1=O | 1% | -2
CCOC(=O)CSc1ccc2nnc(-c3cccs3)n2n1 | -1% | -9
CC1(C)C2CC=C(/C=N/NC(=O)c3ccccc3Br)C1C2 (centres undefined) | ? | ·
COc1ccc(N(Cc2cc(=O)[nH]c3ccccc23)C(=O)c2ccco2)cc1 | ? | ·
Cc1occc1C(=O)NCc1ccc2c(c1)OCO2 | ? | ·
Cc1ccc(CCNC(=O)C2CCCN(C(=O)c3cc4sccc4n3C)C2)cc1 (centres undefined) | ? | ·
O=C(NCc1ccccc1Cl)C1CCC(CNc2c(N3CCOCC3)c(=O)c2=O)CC1 (centres undefined) | -15% | -8
CCOc1ccc2cc(C3CC(c4ccco4)=NN3S(C)(=O)=O)c(Cl)nc2c1 (centres undefined) | 10% | 4

mol | Lipid storage S3 | Lipid storage S3 cell count max
CCc1c(C)sc(NC(=S)N2CC(C)OC(C)C2)c1C(=O)OC (centres undefined) | i | ·
COc1cc2c(cc1OC)C(c1ccco1)CC(=O)N2 (centres undefined) | ? | ·
Cc1ccc(S(=O)(=O)NCC(=O)N(CC(=O)NCc2ccco2)Cc2cccs2)cc1 | ? | ·
CCCS(=O)(=O)N1CCC(C(=O)NCc2ccc(F)cc2)CC1 | 7% | 17
Cc1ccc(CNC(=O)c2ccc(OCC(C)C)cc2)n1C | 7% | -5
Cc1cc(NC(=O)c2ccc(S(=O)(=O)N(C)C)cc2)no1 | ? | ·
Cc1nc2cc(C(=O)O)ccc2n1-c1ccccc1 | -8%[9.22 µM] | -11
NNC(=O)COc1ccccc1[N+](=O)[O-] | 9% | 14
COc1ccc(-n2c(=S)[nH]c3cc(C(=O)Nc4ccc(F)cc4)ccc3c2=O)c(OC)c1 | 16µM* | 32*
CCCN1CCN(C(=O)c2cc(COc3ccc4ncccc4c3)on2)CC1 | ? | ·
CC1CCCN(CCC(=O)Nc2ccccc2)C1 (centres undefined) | -10% | 19
CCN1C(=NCc2ccc(OC)cc2)N[C@@H](c2ccccc2)C(C(=O)OC)=C1C | ? | 15
Cc1ccc(C)c(NC(=O)CN2C(=O)COc3ccc(S(=O)(=O)N4CCCC4)cc32)c1 | ? | ·
Cc1ccc(S(=O)(=O)NC(N)=NCCc2ccccc2)cc1C | ? | ·
CCN(CC(=O)Nc1ccccc1C(F)(F)F)C(=O)CSCc1ccc(C)cc1 | 15% | 3
COc1ccc(CC(=O)Nc2cccc(-c3nnc(-c4ccccc4)o3)c2)cc1OC | ? | ·
COCc1cccc(N2C(=O)CC(C3C=C(C)C4C(=O)N(c5cccc(COC)c5)C(=O)C4C3)C2=O)c1 (centres undefined) | -2% | -11
CCOc1cc2c(cc1OC)C(NC(=O)c1ccco1)CC2=O (centres undefined) | -17% | -21
COc1ccc(C(CNC(=O)Cc2ccc(-c3ccccc3)cc2)N(C)C)cc1 (centres undefined) | ? | ·
O=C(COC(=O)c1cc2ccccc2oc1=O)Nc1cccc(S(=O)(=O)N2CCCCCC2)c1 | 10% | 1
Cn1c(C(=O)NC2CCCC2)cc2c(=O)n(C)c3ccccc3c21 | 7%[9.22 µM] | 2
O=C(O)CNC(=S)N(Cc1ccco1)Cc1ccccc1Cl | 6% | 3
O=C(NCC1CCCO1)C1c2ccccc2C(=O)N1Cc1ccc2c(c1)OCO2 (centres undefined) | -6% | 13
OC(COCc1ccccc1)CN1CCCCC1 (centres undefined) | i | 3
CCOC(=O)c1sc(NC(=O)COC(=O)CNC(=O)C2CCCCC2)c(C(=O)OCC)c1C | -3% | -8
CCOc1ccc(NC(=O)Nc2ccccc2C(N)=O)cc1 | ? | ·
CC1=NN(S(=O)(=O)c2ccc(C)cc2)C(=O)c2ccccc2O1 | 2% | -5
O=C(c1ccccc1F)N1CCN(S(=O)(=O)c2ccc3ccccc3c2)CC1 | i | 9
COc1ccc(NS(=O)(=O)c2cccc(C(=O)NCC(c3ccc(OC)cc3)N3CCCC3)c2)cc1 (centres undefined) | ? | ·
Cc1ccc(C2(C)NC(=O)N(CC(=O)NC(C)c3ccccc3)C2=O)cc1 (centres undefined) | ? | ·

mol | Lipid storage S3 | Lipid storage S3 cell count max
O=C(COC(=O)CNC(=O)c1ccccc1)NC1CCCC1 | ? | ·
CC(=O)c1c(OC(=O)c2ccccc2Br)ccc2c(C)cc(=O)oc12 | -2% | -17
CC(C)(C)C(=O)N1CCN(c2nc3ccc(Br)cc3s2)CC1 | ? | ·
Cc1ccc(N2C(=O)CC(Sc3nccc(C)n3)C2=O)cc1 (centres undefined) | ? | ·
CC(C)CNC1=CC(=O)CC(c2ccco2)C1 (centres undefined) | 10% | 8
CCOCCCNC(=S)N1CCCN(c2nc3cc(C)c(C)cc3cc2C#N)CC1 | ? | ·
COc1ccc(N2C(=O)C(CC(=O)Nc3ccccc3)N(Cc3ccccn3)C2=S)cc1 (centres undefined) | -9% | -9
CCN(CC)c1ccc(NC(=O)Cn2nnc(-c3cccc(OC)c3OC)n2)c(C)c1 | 28% | ·
Cc1cccc(NC(=O)CNC(=O)c2ccc3c(c2)OCO3)n1 | -17%[0.0737 µM] | 1
Cc1ccc(C(=O)Nc2nccs2)s1 | 8% | ·
Cc1cc(N/N=C/c2ccccc2F)c2ccccc2n1 | -7% | -9
COCCn1c(SC(C(=O)Nc2cc(C)ccc2OC)c2ccccc2)nnc1-c1ccc(Cl)cc1 (centres undefined) | ? | ·
O=C(CN1CCN(Cc2ccc(F)cc2Cl)C1=O)NCCCN1CCOCC1 | ? | ·
Cc1ccc(NC(=O)C2C3C=CC4(O3)C2C(=O)N(CCCN2CCCCC2)C4C(=O)NC2CCCCC2)cc1Cl (centres undefined) | ? | ·
Cc1ccc(NC(=S)NC(NC(=O)N(C)C)C(Cl)(Cl)Cl)cc1 (centres undefined) | ? | ·
O=C(N/N=C/c1cc(Cl)c(O)c(Cl)c1)c1cc2c(ccc3ccccc32)o1 | -27% | -1
O=S(=O)(Nc1ncccn1)c1ccc(NC(=S)N2CCN(Cc3ccc(F)cc3Cl)CC2)cc1 | 7% | 21
CC(Cn1cncn1)NC(=O)c1cc(COc2cccc(C(F)(F)F)c2)on1 (centres undefined) | ? | ·
O=c1oc2c(CN3CCOCC3)c(O)ccc2c2c1CCC2 | -3% | -3
COc1cc(/C=N/Nc2nncc3ccccc23)cc(OC)c1OC | -1% | -1
COc1ccc(NC(=O)C2CC(=O)N(C(C)C)C2)cc1 (centres undefined) | ? | ·
CCOc1ccccc1N1CCN(S(=O)(=O)c2ccc(Cl)s2)CC1 | i | -12
CCCCOCC1CN(c2ccccc2)C(=O)CS1 (centres undefined) | ? | ·
COc1ccc(Cc2nc3ccc(C(=O)N(C)CC4COCCO4)cc3o2)cc1 (centres undefined) | ? | ·
O=C(NCCc1ccc(Cl)cc1)C1CCCN1C(=O)Nc1ccc(F)cc1 (centres undefined) | -7% | 8
Clc1ccccc1Cn1nc(-c2ccccc2)nc1-c1ccccc1 | 6% | 9
CC(C)Oc1ccc(/C=N/NC(=O)c2nnn(-c3nonc3N)c2CN(C)C2CCCCC2)cc1 | i | 12
CC(=O)Oc1ccc(N2C(=O)C3C(C2=O)C2(C)C=CC3(C)O2)cc1 (centres undefined) | ? | ·
Cc1cc(N2CCN(C(c3ccccc3)c3ccc(Cl)cc3)CC2)n2ncnc2n1 (centres undefined) | 1% | 0
COC(=O)c1cc2c(N)c(C(=O)c3ccccc3)sc2nc1C(OC)OC | 6% | -9

mol | Lipid storage S3 | Lipid storage S3 cell count max
O=C(CSc1nnc(-c2ccc(Br)cc2)o1)N1CCN(C(=O)c2ccco2)CC1 | ? | ·
O=C(Nc1nc(-c2ccc(F)cc2)cs1)c1cccnc1 | -3% | 1
O=S(=O)(NCCSc1ccccn1)c1ccc(Cl)cc1 | ? | ·
CCOC(=O)CSc1nc2ccccc2c(=O)n1-c1ccc(C)cn1 | i | 8
CCOC(=O)c1ccc(NC(=O)c2ccc(CO)c(C(=O)NC3CCN(C(=O)OCC)CC3)c2)cc1 | i | ·
COc1ccc(NC(=O)C2CCCO2)c(OC)c1 (centres undefined) | 25% | 23
C#CC[N+](CC)(CC)CC#Cc1ccccc1 | -1% | -14
COc1ccc(N(CC(=O)Nc2ccc(F)c(F)c2)S(=O)(=O)c2c(C)n[nH]c2C)cc1 | ? | ·
CCOc1ccccc1CNC(=O)C1CCN(C(=O)c2sccc2-n2cccc2)CC1 | ? | ·
O=C(/C=C/c1cccs1)NC(=S)NNC(=O)Cc1cccs1 | -1% | -7
COc1cccc(N(CC(=O)N2CCN(C)CC2)S(=O)(=O)c2ccc(C)cc2)c1 | ? | ·
CCn1c(CNc2ccc(Cl)cc2)nnc1SCCN1CCCCC1 | -3% | -8
CC(C)OCCCNC(=O)c1cn(C)c2ccc(S(=O)(=O)N(C)C3CCCCC3)cc2c1=O | ? | ·
CCOC(=O)c1oc2cc(O)c(CC)cc2c(=O)c1-c1cscn1 | ? | ·
CC(=O)c1ccc(OCC(O)CN2CCN(c3ccc(F)cc3)CC2)cc1 (centres undefined) | 5% | 21
CCc1cc(=O)oc2cc(OCC(=O)NCCN3CCOCC3)c(Cl)cc12 | i | -21
Cc1sc2nc(CSc3ncn[nH]3)[nH]c(=O)c2c1C | 25% | 3
O=C(Nc1ccc(C(=O)O)cc1)/C(=C\c1ccco1)NC(=O)c1ccccc1 | -12% | ·
CCOC(=O)N1CCC(NC(=O)c2ccc(CS(=O)(=O)c3ccccc3C)o2)CC1 | -12% | -14
O=C(CCc1ccccc1)Nc1cc(C(F)(F)F)ccc1Cl | -25% | 1

14 entries from above, set out differently.
Lipid storage S3 | Lipid storage S3 cell count max | Molecule
? | · | O=C(CSc1nnc(-c2ccc(Br)cc2)o1)N1CCN(C(=O)c2ccco2)CC1
-3% | 1 | O=C(Nc1nc(-c2ccc(F)cc2)cs1)c1cccnc1
? | · | O=S(=O)(NCCSc1ccccn1)c1ccc(Cl)cc1
i | 8 | CCOC(=O)CSc1nc2ccccc2c(=O)n1-c1ccc(C)cn1
i | · | CCOC(=O)c1ccc(NC(=O)c2ccc(CO)c(C(=O)NC3CCN(C(=O)OCC)CC3)c2)cc1
25% | 23 | COc1ccc(NC(=O)C2CCCO2)c(OC)c1 (centres undefined)
-1% | -14 | C#CC[N+](CC)(CC)CC#Cc1ccccc1
? | · | COc1ccc(N(CC(=O)Nc2ccc(F)c(F)c2)S(=O)(=O)c2c(C)n[nH]c2C)cc1
? | · | CCOc1ccccc1CNC(=O)C1CCN(C(=O)c2sccc2-n2cccc2)CC1
-1% | -7 | O=C(/C=C/c1cccs1)NC(=S)NNC(=O)Cc1cccs1
? | · | COc1cccc(N(CC(=O)N2CCN(C)CC2)S(=O)(=O)c2ccc(C)cc2)c1
-3% | -8 | CCn1c(CNc2ccc(Cl)cc2)nnc1SCCN1CCCCC1
? | · | CC(C)OCCCNC(=O)c1cn(C)c2ccc(S(=O)(=O)N(C)C3CCCCC3)cc2c1=O
? | · | CCOC(=O)c1oc2cc(O)c(CC)cc2c(=O)c1-c1cscn1

The list is partial; count on the stated rates, not on these rows.
